L major viab = inhibitors of Leishmania major promastigote growth. Leishmania major promastigotes, resazurin fluorescence viability. inhibition, % at 10 µM. 200,000 compounds, 9% hits;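 note: promastigotes grown with compound for 44 hours at 28 °C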
Diaph act CS = counter-screen for diaphorase-based assays: diaphorase activators and chemical reducers. Diaphorase/resazurin coupled assay, resorufin fluorescence, 16 min; stronger effect = higher value; 1 = vehicle wells, 0 = NADH-free wells. activation factor at 20 µM. 190,000 compounds, 0.005% hits;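 active = diaphorase activity raised at least twofold by the compound at 20 µM; inactive = activation factor below 2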
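Test system: Clostridium kluyveri diaphorase, purified enzyme. Buffer or medium: 50 mM HEPES pH 7.4 buffer plus MgCl2 and Tween 20. Also added: 0.114 mM NADH and 0.1 mM resazurin, final amounts. Dosing: compound 20 µM once, DMSO 1%. Schedule: 16 min enzyme reaction, ambient temperature. Detection: fluorescence of resorufin, 544 nm excitation, 590 nm emission.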
S1P3 antag = blocks the human S1P3 receptor. 170,000 compounds, 0.27% hits. inhibition, % at 4.98 µM. CHO S1P3 NFAT-BLA reporter, FRET fluorescence, antagonist mode. Q99500;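 active = inhibition above the plate cutoff, the mean inhibition of test wells on that plate plus 3 SD, cut at about 28% in these data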;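 note: cells challenged with S1P at its EC80 of 0.8 µM; blue over green emission ratio from cleaved BLA substrate after 4 h stimulation; 0% = S1P-stimulated wells and 100% = unstimulated DMSO-only wells; some compounds past the cut are filed as inactive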
PMI activator = activators of human phosphomannose isomerase; P34949; purified human PMI, coupled resazurin fluorescence, 20 min; stronger effect = higher value; 1 = vehicle control, 0 substrate-free wells; activation factor at 20 µM; 190,000 compounds, 0.005% hits;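 active = activation factor of 2 or more at 20 µM, relative to plate controls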
Diaphorase inh = diaphorase inhibition or chemical oxidation counter-screen; diaphorase resazurin-to-resorufin fluorescence, NADH, 16 min; bacterial (C. kluyveri) enzyme, not human; inhibition, % at 20 µM; 190,000 compounds, 0.69% hits; AID 1217;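 active = primary screen inhibition at 20 µM above a set limit, cut at about 50% in these data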;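 note: plate controls were DMSO with full reaction for no effect and wells lacking NADH for full effect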
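Test system: bacterial diaphorase enzyme (C. kluyveri); Quantity: 0.14 U/mL diaphorase, enzyme working solution; Times: reaction incubation of 16 min at room temperature; Measured by: fluorescence of resorufin formed from resazurin, Ex 544/Em 590 nm; Benchmarks: positive control minus NADH, DMSO neutral control.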
Hsp70 activator = Hsp70 transcriptional activation, primary screen. activation, % at 10 µM. AID 1203. 200,000 compounds, 0.04% hits. HeLa Hsp70 promoter luciferase reporter, luminescence; scaled: vehicle 0, proteasome-inhibitor control 100%;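 active = activation above the mean across all tested compounds plus 3 SD, cutoff set per campaign, cut at about 5.5% in these data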;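 note: 100% = MG132 at 30 µM as the positive control and 0% = DMSO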
DTT redox prof = compounds producing H2O2 with reducing agent – biochemical, NIH compound library profiling, artefact control for MLSCN library redox annotation, primary screen. DTT-dependent redox cycling H2O2, phenol red/HRP absorbance; 100% = 100 µM peroxide control, 0% = buffer. activation, % at 10 µM. 200,000 compounds, 0.03% hits;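 active = activation of at least 50% relative to the plate's high and low controls in the primary single-dose screen; inactive = activation below 50%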;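 note: compound incubated with DTT at 0.8 mM final as the reducing agent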
G6PDH CS = L. mesenteroides G6PDH inhibition counter-screen. Purified L. mesenteroides G6PDH, diaphorase/resazurin coupled fluorescence, 45 min. inhibition, % at 5 µM. 200,000 compounds, 0.12% hits
PMI act hi M6P = activators of human phosphomannose isomerase at near-saturating mannose 6-phosphate; P34949; coupled PMI enzyme assay, resazurin fluorescence, 20 min; stronger effect = higher value; 1 = untreated enzyme, 0 = substrate-free blank; activation factor at 20 µM; 190,000 compounds, 0.34% hits;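 active = activation factor of 2 or more at 20 µM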
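Test system: Human PMI in coupled enzyme assay | Input: 15 ng/mL PMI | Medium: HEPES-buffered pH 7.4 with magnesium and detergent | Compound: One concentration, 20 µM, in 1% DMSO | Incubation: Enzyme reaction with compound 20 min at room temperature | Detection: Diaphorase-driven resazurin-to-resorufin fluorescence, excitation 544, emission 590 nm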
TLR4 MyD88 comp = blocks binding of human TLR4 to MyD88; HeLa CL3-4 TLR4/MyD88 BLA complementation, FRET ratio; inhibition, % at 8.4 µM; 200,000 compounds, 0.18% hits; AID 861; in the data active = inhibition above about 25%;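 note: 0% = vehicle and 100% = reference inhibitor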
Target sequence (O00206 whole entry, looked up): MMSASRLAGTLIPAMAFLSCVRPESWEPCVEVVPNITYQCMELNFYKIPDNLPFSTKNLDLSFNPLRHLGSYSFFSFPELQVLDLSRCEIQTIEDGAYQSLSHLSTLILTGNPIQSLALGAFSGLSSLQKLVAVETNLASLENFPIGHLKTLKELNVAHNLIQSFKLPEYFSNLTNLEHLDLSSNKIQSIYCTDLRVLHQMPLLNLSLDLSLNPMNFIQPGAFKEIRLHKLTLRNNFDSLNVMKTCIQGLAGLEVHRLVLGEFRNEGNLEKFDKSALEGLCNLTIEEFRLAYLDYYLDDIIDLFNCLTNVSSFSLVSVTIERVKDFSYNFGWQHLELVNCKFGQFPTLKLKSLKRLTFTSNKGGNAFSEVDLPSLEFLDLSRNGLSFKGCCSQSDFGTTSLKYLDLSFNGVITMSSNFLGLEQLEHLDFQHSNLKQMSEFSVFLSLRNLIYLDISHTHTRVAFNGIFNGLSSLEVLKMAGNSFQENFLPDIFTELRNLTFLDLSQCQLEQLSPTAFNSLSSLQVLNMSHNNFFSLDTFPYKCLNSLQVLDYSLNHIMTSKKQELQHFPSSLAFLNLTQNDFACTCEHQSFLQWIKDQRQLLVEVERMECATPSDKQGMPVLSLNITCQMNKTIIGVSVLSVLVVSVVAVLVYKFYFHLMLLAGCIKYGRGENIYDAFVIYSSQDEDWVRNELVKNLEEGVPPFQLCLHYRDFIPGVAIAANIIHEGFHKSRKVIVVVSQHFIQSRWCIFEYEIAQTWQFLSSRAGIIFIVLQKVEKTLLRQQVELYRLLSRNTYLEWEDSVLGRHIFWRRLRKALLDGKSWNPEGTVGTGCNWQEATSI
Target sequence (Q99836 whole entry, looked up): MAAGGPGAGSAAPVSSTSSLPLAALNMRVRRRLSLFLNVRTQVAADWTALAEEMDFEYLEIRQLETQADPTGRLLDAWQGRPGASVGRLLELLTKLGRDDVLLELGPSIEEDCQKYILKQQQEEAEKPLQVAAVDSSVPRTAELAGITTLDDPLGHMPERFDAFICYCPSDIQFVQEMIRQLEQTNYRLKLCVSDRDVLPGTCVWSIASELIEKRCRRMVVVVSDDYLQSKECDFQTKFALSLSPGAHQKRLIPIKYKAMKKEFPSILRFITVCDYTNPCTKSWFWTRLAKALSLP
RAM inhibit = yeast RAM network inhibition | S. cerevisiae dse1pr::URA3 reporter, 5-FOA growth OD615, 2 d; analog-sensitive cbk1-as2 kinase mutant strain | inhibition, % at 50 µM | 190,000 compounds, 1.8% hits | AID 868;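 active = inhibition above a set limit, 3 SD over mean compound inhibition, cut at about 8.4% in these data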;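 note: 0% = DMSO-only wells with no growth and 100% = 10 µM 1-NA-PP1 full growth; inhibition rescues growth on 5-FOA so higher OD means more RAM inhibition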
Numbers without * were called inactive; x = no result given. Cut-off read from the data, not from the text of the source, unless noted: active = inhibition above about 50%; inactive = the rest.

SMILES	L major viab	Diaph act CS	S1P3 antag	PMI activator	Diaphorase inh	Hsp70 activator	DTT redox prof	G6PDH CS	PMI act hi M6P	TLR4 MyD88 comp	RAM inhibit
Cc1ccc(S(=O)(=O)N2CCC(C(=O)Nc3nnc(C45CC6CC(CC(C6)C4)C5)s3)CC2)cc1	-6.1	0.9	x	1	13.0	-0.5	-1.1	-3.7	1	-10.0	4.2
Cc1ccc(OCCCn2ccnc2)c([N+](=O)[O-])c1	72.1*	0.9	-8.5	1	13.5	-0.4	-0.2	5.7	1	-6.0	0.8
Cc1cccc(NC(=O)c2sc(NC(=O)c3ccco3)c(C#N)c2C)c1C	-5.0	0.8	15.1	0.9	19.5	0.2	0.1	4.3	0.9	-7.3	5.0
O=S(=O)(CCc1ccccc1)N1CCOCC1	-7.5	0.9	-29.9	0.9	13.5	-0.3	-0.7	-0.2	1	-5.0	0.4
Cc1ccc(N2CCN(CC(=O)Nc3c(C(=O)C4CC4)oc4ccccc34)CC2)cc1	-2.2	1.2	x	1.1	-23.9	-0.3	-1.0	8.1	1.1	-3.9	-0.1
COc1ccc(CNC(=O)COC(=O)c2cc(-c3cccs3)nc3ccccc23)cc1OC	-5.3	0.8	x	0.8	17.1	-0.2	1.8	-7.0	0.8	-4.8	-0.3
C=CCNC(=S)Nc1cc(C)ccn1	-2.4	0.9	0.3	1	8.1	0.6	0.8	3.3	1	5.0	-0.1
COn1c(SCC(N)=O)nc2ccccc2c1=O	-5.3	1	-10.5	1.1	-0.8	-0.1	-0.6	21.1	1.1	-1.1	1.5
Cc1nn2c(=O)cc(COC(=O)c3ccc(S(=O)(=O)N4CCCCC4)cc3)nc2s1	-2.7	0.8	x	0.8	17.5	-0.1	0.1	4.3	0.9	8.1	1.3
COc1ccc(CCNC(=O)COC(=O)C2CC2)cc1	-6.3	0.9	-19.8	1	11.2	0.3	-4.3	2.9	1	-5.2	1.0
O=C(CCSc1nnc(-c2ccc(O)cc2)o1)N1CCOCC1	-8.6	0.9	-8.3	1.1	7.3	0.0	-2.2	5.8	1.1	-10.8	0.8
Cc1sc2nc(C3CC3)nc(SCC(=O)N3CCc4ccccc4C3)c2c1C	-3.3	1	x	0.9	2.8	-0.1	-0.1	-25.0	1	5.3	1.8
COc1ccc(/C(N)=N/OC(=O)COc2ccccc2Cl)cc1	-6.9	0.9	3.6	0.9	7.3	-0.1	-0.1	7.6	0.9	3.2	2.5
COc1ccc(C2=NN(C(=S)Nc3ccccc3)C(c3ccccc3)C2)cc1 (stereo not drawn)	96.0*	0.9	-2.1	1	14.6	-0.7	-0.2	-0.6	0.9	-9.2	3.2
Cc1onc(-c2ccccc2Cl)c1C(=O)Nc1nc2c(s1)CCCC2	22.4	1	x	1.1	-4.8	0.4	1.0	-1.3	1.1	-9.4	2.5
CN(Cc1c(F)cccc1Cl)c1ccc(S(=O)(=O)N2CCOCC2)cn1	-4.8	1	28.4	1	4.6	0.3	2.8	15.3	1.1	8.3	1.5
O=S(=O)(Nc1cccc(-c2ccc3nncn3n2)c1)c1cccs1	2.1	1	-23.2	1.1	2.0	-0.1	-3.6	-5.6	1	3.8	5.5
O=S(=O)(c1ccc(F)cc1)N1CCN(C(=S)NCc2ccccc2)CC1	18.2	0.9	-3.0	1	10.7	-0.3	-1.1	-2.4	1.1	-13.0	2.4
Cc1cccc(C)c1NC(=O)COC(=O)c1ccc([N+](=O)[O-])o1	-10.7	0.9	-13.4	0.9	10.2	-0.1	-1.6	4.3	0.8	3.9	-0.6
Cc1cc(N2CCCC2=O)ccc1S(=O)(=O)Nc1c(C)nn(C)c1C	-5.5	0.9	-12.9	0.8	13.5	-0.4	0.4	13.7	0.9	-6.4	2.1
COc1ccc(OC)c(NC(=O)COC(=O)c2ccc(S(=O)(=O)N3CCOCC3)cc2)c1	-6.7	0.7	x	1	33.5	-0.3	-0.2	4.3	0.9	8.2	7.1
N#Cc1c2c(c[nH]c1=O)CCN2Cc1ccccc1	-1.7	1	x	1.1	2.9	-0.1	-0.6	6.9	1	-5.2	-1.1
CSCSC1=C(C#N)C(c2ccc(Cl)cc2)C(C(C)=O)=C(C)N1 (stereo not drawn)	65.5*	0.9	26.7	1.5	10.5	-0.2	-3.1	-11.1	2.1*	16.8	15.2*
CCOC(=O)Cn1c(=O)oc2cc(S(=O)(=O)Nc3cc(Cl)ccc3OC)ccc21	-3.8	0.7	-24.6	0.8	27.2	-0.2	0.2	14.7	0.9	-8.3	-0.2
Cc1ccc(CN=c2c([N+](=O)[O-])nn(-c3cccc(C)c3)n2O)cc1	19.6	1	-10.9	1.1	-0.4	0.1	-1.9	7.3	1	4.3	0.5

A different layout for 2 compounds above:
The line under a structure holds: L major viab	Diaph act CS	S1P3 antag	PMI activator	Diaphorase inh	Hsp70 activator	DTT redox prof	G6PDH CS	PMI act hi M6P	TLR4 MyD88 comp	RAM inhibit
CSCSC1=C(C#N)C(c2ccc(Cl)cc2)C(C(C)=O)=C(C)N1 (stereo not drawn)
    65.5*	0.9	26.7	1.5	10.5	-0.2	-3.1	-11.1	2.1*	16.8	15.2*
Cc1cc(N2CCCC2=O)ccc1S(=O)(=O)Nc1c(C)nn(C)c1C
    -5.5	0.9	-12.9	0.8	13.5	-0.4	0.4	13.7	0.9	-6.4	2.1

(next part)
SMILES	L major viab	Diaph act CS	S1P3 antag	PMI activator	Diaphorase inh	Hsp70 activator	DTT redox prof	G6PDH CS	PMI act hi M6P	TLR4 MyD88 comp	RAM inhibit
O=C1CCCN1CCC1CCN(C2CC(=O)N(Cc3ccc(N4CCCC4=O)cc3)C2=O)CC1 (stereo not drawn)	3.0	0.9	16.5	0.9	5.4	-0.3	0.5	-2.1	1	16.3	-0.7
Cc1cc(SC(C)C(=O)NCC(=O)Nc2ccc(F)c(F)c2F)nc2ccccc12 (stereo not drawn)	-4.4	0.9	2.3	0.9	6.0	1.1	1.1	-6.8	0.9	1.6	-0.2
CCOC(=O)C(=Cc1ccccc1OC)C(=O)OCC	53.7*	1	-6.5	1	-1.0	0.1	-0.1	6.2	1	-0.9	2.1
CCOC(=O)CN1C(=O)SC(Nc2ccc(C)cc2)C1=O (stereo not drawn)	-7.8	1.2	-2.9	1.1	-20.6	-0.2	-0.4	-3.6	1.3	-9.7	0.4
CCOC(=O)c1c(N)nn(C(C)=O)c1-c1ccccc1	2.7	1	-13.3	0.9	-3.6	-0.3	2.8	13.8	1	-16.5	0.4
Cc1cc(=O)oc2c(CN(C)Cc3ccccc3)c(O)ccc12	-1.0	0.9	-8.1	0.9	9.6	-0.2	2.5	0.5	0.9	3.7	3.4
C[n+]1ccc(/C=C/c2ccccc2O)c2ccccc21	98.8*	1	-9.9	0.9	0.2	0.1	-0.6	-1.6	0.9	-17.6	-0.8
COc1ccc(-n2nc([N+](=O)[O-])c(=NC3CCN(Cc4ccccc4)CC3)n2O)cc1	46.1	0.9	6.8	1	5.9	-0.2	0.0	-0.6	0.9	-0.4	2.0
Cc1ccc2nc(N/N=C\c3ccc([N+](=O)[O-])o3)nc(-c3ccccc3)c2c1	97.7*	0.8	x	0.9	17.2	0.0	0.5	-1.3	1	7.5	1.2
O=C(NCCO)/C(=C/c1ccc(Br)cc1)NC(=O)c1cccs1	-6.3	0.9	x	0.9	14.2	0.0	1.3	-13.2	0.9	1.0	0.7
CN(C)/C=C(\C=N\OCc1ccc(Cl)cc1Cl)C(=O)Nc1ccc(Cl)c(Cl)c1	-2.4	0.9	x	1	7.2	-0.2	3.3	-24.8	1	-7.8	10.9*
O=C(Cn1cccc1C(=O)c1ccccc1)NCCN1CCCCCC1	1.2	1	-22.2	1	0.4	0.1	-1.3	8.7	0.9	-1.6	0.8
CC(=O)N1N=C(N)SC12CCCC2	-3.1	1	3.8	1.1	0.5	-0.3	-0.4	8.6	1.1	0.7	-0.3
CCn1c(SCc2ccccc2)nnc1-c1ccc(S(=O)(=O)N2CCCCC2)cc1	98.7*	1.1	-4.2	1.1	-7.6	-0.6	1.5	11.1	1	12.1	4.1
COC(=O)c1cccc([N+](=O)[O-])c1CS(=O)(=O)c1ccc(C)cc1	-1.5	0.9	0.3	1	10.6	0.1	0.1	7.8	1	-10.3	1.6
S=c1[nH]nc(-c2ccncc2)n1Cc1ccco1	-7.7	0.9	x	1.1	14.2	0.0	0.5	0.5	1.2	-4.9	1.3
CC1=CC(C)(C)Nc2ccc(OS(=O)(=O)c3ccc(C)cc3)cc21	93.7*	0.5	x	0.6	50.1*	-0.1	1.5	23.8	0.5	2.9	8.2
O=C(NCCc1ccc(Cl)cc1)c1n[nH]c2ccccc12	3.3	0.9	-10.4	0.9	11.7	0.0	0.2	1.3	1	13.5	1.7
CC(NC(=O)c1ccc([N+](=O)[O-])cc1[N+](=O)[O-])c1ccc(-c2ccccc2)cc1 (stereo not drawn)	22.8	1	-4.2	1	2.0	-0.1	-0.5	-5.0	0.9	-1.3	2.7
COc1ccc(CCNS(=O)(=O)c2ccc(S(=O)(=O)N3CCCC3)cc2)cc1OC	18.3	0.9	-6.9	1	11.1	0.4	-0.3	10.3	1	3.3	3.5
Nc1nnc(SCC(=O)Nc2cccc(S(N)(=O)=O)c2)s1	-4.2	0.9	-3.0	1.1	7.6	-0.2	0.7	2.3	1.1	3.5	-0.5
Cc1nc2ccccn2c1C(=O)NN=C1CCCC1	-6.4	0.9	2.9	1.1	5.4	-0.2	9.2	-2.0	1.1	-2.4	1.5
COc1ccc(S(=O)(=O)N2CCCCC2)cc1NC(=O)c1ccc2ccccc2n1	35.3	0.9	-1.7	0.8	12.1	-0.2	0.0	-13.8	1	7.9	1.2
COC(=O)c1sc2nc3c(cc2c1N)C(=O)CC(C)(C)C3	-6.5	0.9	-2.6	1	10.6	0.1	1.4	0.5	1	-1.6	4.5
O=C(/C=C/c1ccc2c(c1)OCO2)Nc1nc(-c2ccc(F)cc2F)cs1	-0.7	0.9	6.8	1	8.4	-0.1	-0.5	-2.7	1	-7.4	0.4
O=C(Nc1ccccc1NS(=O)(=O)c1ccc(F)cc1)C1CCC1	6.5	1	-24.7	1.2	-1.3	-0.2	-2.1	4.8	1.1	0.4	0.5
O=C(O)CC(C(=O)NCc1ccccc1)C1CCCO1 (stereo not drawn)	-5.7	0.9	7.3	1	11.3	-0.2	-0.1	-7.7	1	-6.2	1.9

Compound activity deposited in PubChem BioAssay by several laboratories.
